# POLK inh – DNA polymerase kappa (human) inhibition; Q9UBT6; purified Pol kappa, fluorescent DNA synthesis assay, 10 min; Potency, µM (top dose mostly 107 µM), for inactives: at the top dose activity, negative = inhibition, actives largely listed as inhibitors; 400,000 tested, 0.53% active; AID 588579; further: potency means the concentration at half of the fitted maximal effect; on the % scale 0 is the no-effect control and ±100 the full control effect
# Target sequence (Q9UBT6 whole entry, looked up): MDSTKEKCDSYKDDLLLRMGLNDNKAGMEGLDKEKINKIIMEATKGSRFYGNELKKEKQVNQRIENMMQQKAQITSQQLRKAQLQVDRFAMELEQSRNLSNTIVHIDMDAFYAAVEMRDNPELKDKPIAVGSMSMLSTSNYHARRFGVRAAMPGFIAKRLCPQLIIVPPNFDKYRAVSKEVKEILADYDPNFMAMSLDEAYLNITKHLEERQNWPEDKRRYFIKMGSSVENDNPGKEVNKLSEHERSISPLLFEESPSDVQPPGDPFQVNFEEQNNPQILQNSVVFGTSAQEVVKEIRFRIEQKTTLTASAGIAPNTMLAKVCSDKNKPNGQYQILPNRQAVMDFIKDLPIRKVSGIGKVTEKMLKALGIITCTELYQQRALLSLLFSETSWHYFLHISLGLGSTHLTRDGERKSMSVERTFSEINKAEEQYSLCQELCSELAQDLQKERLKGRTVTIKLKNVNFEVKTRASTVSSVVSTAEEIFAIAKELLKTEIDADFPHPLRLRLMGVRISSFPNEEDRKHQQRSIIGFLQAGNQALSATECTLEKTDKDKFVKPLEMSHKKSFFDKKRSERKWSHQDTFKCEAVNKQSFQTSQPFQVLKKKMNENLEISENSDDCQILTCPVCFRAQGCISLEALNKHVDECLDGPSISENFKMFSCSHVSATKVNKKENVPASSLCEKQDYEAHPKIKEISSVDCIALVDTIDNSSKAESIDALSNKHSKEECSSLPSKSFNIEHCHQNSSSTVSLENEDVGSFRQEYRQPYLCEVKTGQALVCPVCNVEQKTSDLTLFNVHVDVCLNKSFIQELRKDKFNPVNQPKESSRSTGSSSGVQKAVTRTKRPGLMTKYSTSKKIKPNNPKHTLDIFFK
#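 Kinetic fluorescence readout at 0 and 10 min followed reaction start with substrate at 50 nM final. Beforehand, enzyme (10 nM Pol kappa) stood 15 min with compound at room temperature; buffer-only wells were negative controls.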
# 12-LOX inh – ALOX12 (human) lipoxygenase inhibition | P18054 | purified 12hLO, xylenol orange hydroperoxide absorbance | Potency, µM (highest dose often 108 µM), without a hit: top-dose activity change, negative = inhibition, hits mostly inhibitors | 580,000 tested, 1.1% active | AID 1671190; further: potency means the concentration at half of the fitted maximal effect; on the % scale 0 is the no-effect control and ±100 the full control effect
#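 Purified human 12hLO at 150 nM in 25 mM Hepes, 0.01% Triton X-100, pH 7.0, preincubated 15 min at room temperature with compound. Reaction started with 40 uM arachidonic acid, 30 min at room temperature. Hydroperoxide measured by Fe-xylenol orange, 573/405 nm absorbance ratio.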
# POLB inh – DNA polymerase beta (human) inhibition. P06746. Pol beta primer extension/strand displacement, fluorescence kinetic. Potency, µM (series often up to 114 µM), for inactives: at the top dose activity change, negative = inhibition, most hits filed as inhibitors. 340,000 tested, 1.3% active. AID 485314; further: potency means the concentration at half of the fitted maximal effect; on the % scale 0 is the no-effect control and ±100 the full control effect
#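 Values derive from four-parameter Hill fits of normalized kinetic data: reads at 0 and 10 min following addition of 50 nM substrate to 10 nM Pol beta preincubated 15 min with compound.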
# TRHR agonist – TRH receptor (human) agonism; TRHR cells, calcium flux fluo-8, FDSS agonist mode; activation, % at 2 µM; 360,000 tested, 0.18% active; in the data active means activation above about 30%; further: 0% is about no effect
#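 TRHR-expressing cells, plated overnight in medium with 10% serum, were loaded with fluo-8 calcium dye at room temperature. After a 10 s baseline, library compound was pin-added and calcium release was recorded kinetically (ex 480/em 530) as agonist response.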
# APEX1 inh – blocks human APE1 abasic DNA cleavage; P27695; recombinant APE1, TAMRA/BHQ-2 abasic DNA cleavage fluorescence; Potency, µM (doses to about 65.8 µM), without a hit: at the top dose activity change, negative = inhibition, hits mostly inhibitors; 350,000 tested, 0.35% active;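 further: potency means the concentration at half of the fitted maximal effect; plate controls were vehicle for no effect and reference inhibitor for full effect; nearly all actives have a fitted effect of over 55% in size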
#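 Enzyme (0.75 nM final) and test compound are incubated 15 min at room temperature before adding 50 nM quenched THF abasic-site duplex. Cleavage dequenches TAMRA, followed at 525/598 nm over three reads one minute apart.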
# ERG-DNA inh – ERG Ets/DNA interaction inhibition | fluorescence polarization, His-ERG Ets domain / labelled DNA | Potency, µM (series often up to 76.9 µM), for the others: top-dose FP activity, negative = inhibition, usual class: inhibitors | 370,000 tested, 0.028% active | AID 624246; active means well fitted inhibition curve with a large enough effect in the polarisation, with a control signal flat; inconclusive means small, poorly fitted or top-dose-only effect, or effect the other way, or a change in a side signal; inactive means no such curve, though single readings can be large or run the other way; the % refers to the polarisation;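 further: polarization taken with two DNA probes labelled with fluorescein and Texas red; potency means the concentration at half of the fitted maximal effect; % of control where 0% means no effect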
#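 His-tagged ERG Ets domain (1 uM in the protein solution; 300mM KCl, 50mM Tris-HCl, 1mM EDTA, 1mM DTT, pH 7.5) received compound, then a probe mix of 5 nM fluorescein-DNA and 100nM Texas-615-DNA. Fluorescence polarization was read for both dyes.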
# Anesthetic bind – candidate novel general anesthetic via apoferritin binding. P02791. apoferritin/1-aminoanthracene competitive binding, fluorescence. Potency, µM (series often up to 77.5 µM), for the others: at the highest dose activity change, negative = displacement, actives largely listed as inhibitors. 350,000 tested, 0.074% active. AID 485281; further: potency means the concentration at half of the fitted maximal effect; on the % scale 0 is the no-effect control and ±100 the full control effect; nearly all actives have a fitted effect of over 20% in size
# Target sequence (P02791 2-175 limits assumed): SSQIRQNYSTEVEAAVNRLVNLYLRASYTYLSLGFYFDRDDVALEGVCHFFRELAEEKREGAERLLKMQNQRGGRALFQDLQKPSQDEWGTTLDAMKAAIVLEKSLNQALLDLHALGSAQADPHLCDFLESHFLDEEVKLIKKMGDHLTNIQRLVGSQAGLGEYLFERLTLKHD
#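 In PBS, apoferritin at 10 uM is loaded with 1-AMA from a 50% saturated solution. After 10 min of compound exposure at ambient temperature, reduced 535 nm fluorescence indicates probe displacement.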
# POLI inh – DNA polymerase iota (human) inhibition; Pol iota fluorescent replication assay, 10 min; AID 588590; Potency, µM (titrated, usually from 115 µM), without a hit: top-dose activity, negative = inhibition, most hits filed as inhibitors; Q9UNA4; 390,000 tested, 1% active; further: potency means the concentration at half of the fitted maximal effect
#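 Fluorescent replication assay read twice, at 0 min and 10 min after adding 50 nM (final) substrate. Enzyme (10 nM) and compounds were first incubated 15 min at room temperature; enzyme-free buffer wells were negative controls.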
# BLM helicase inh – blocks DNA unwinding by human BLM helicase | P54132 | recombinant BLM DNA unwinding, fluorescence dequenching | Potency, µM (series often up to 56.1 µM), inactives show top-dose activity change, negative = inhibition, hits mostly inhibitors | 350,000 tested, 0.2% active;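 further: potency means the concentration at half of the fitted maximal effect; plate controls were vehicle for no effect and no enzyme for full effect; nearly all actives have a fitted effect of over 35% in size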
# The depositor's hits bear a star; ? = inconclusive; . = no result given; & = joins results of further samples; [ ] = another dose, or the depositor's remark. Unless noted, the call rests on the fitted dose curve; in most records, active means well fitted curve in the direction sought with a large enough effect; inconclusive means small, poorly fitted or top-dose-only effect, or another doubt; inactive means no such curve, though single readings can be large; an effect the other way counts as inactive or inconclusive. A portion of the library; the hit share may differ from the screen's.
item	smiles	POLK inh	12-LOX inh	POLB inh	TRHR agonist	APEX1 inh	ERG-DNA inh	Anesthetic bind	POLI inh	BLM helicase inh
1	COc1ccc(C(=O)NCC(=O)N2CCN(C(=O)c3ccco3)CC2)cc1	-13.4%	-3.1%	23.3%	0.4	24.7%	?	-1.4%	2.5%	0.0%
2	CCO[C@H]1OC(C(=O)N2CCCCCCC2)=C[C@@H](c2coc3ccccc3c2=O)[C@@H]1CCCO	5.2%	0.0%	25.5%	-0.3	-0.4%	-0.1%	-11.2%	2.1%	-1.2%
3	COc1ccc(S(=O)(=O)N2CCOC2CNC(=O)C(=O)NCCc2ccccc2OC)cc1 (stereo not drawn)	1.3%	-8.8%	-8.6%	-0.8	18.1%	-2.0%	-10.8%	27.9%	0.8%
4	COc1ccc(CN2CCCC(N3CCc4ccccc4C3)C2)c(O)c1 (stereo not drawn)	4.9%	-15.9%	7.7%	0.0	1.7%	-19.4%	-4.9%	16.2%	2.8%
5	N#CC(CCc1ccc([N+](=O)[O-])cc1)(CCc1ccc([N+](=O)[O-])cc1)C(N)=O	-27.4%	-14.3%	.	.	.	-7.0%	.	91.3%[activator]	.
6	Cc1cc(Cl)cc(Cl)c1OCCOCCN(C)C	1.5%	-23.7%	1.4%	0.6	-1.9%	-1.0%	-3.7%	7.2%	-3.7%
7	O=C(Cc1n[nH]c(=O)c2ccccc12)Nc1cc(Cl)ccc1-n1cncn1	4.3%	7.3%	.	-0.1	15.8%	4.9%	.	13.0%	.
8	Cc1cccc(-c2sc(Nc3ccccc3)n[n+]2-c2ccc(F)cc2)c1	0.2%	?	6.0%	-0.3	14.5%	-8.0%	-14.6%	?	0.3%
9	COc1ccc(NC(=O)NCc2ccncc2)c(OC)c1	-5.7%	-16.5%	-0.5%	0.0	1.2%	2.7%	-6.1%	2.6%	-3.4%
10	Nc1cc(N)nc(CS)n1	-7.1%	2.3%	-8.0%	0.4	-3.8%	-2.6%	2.3%	-2.1%	-0.2%
11	S=c1nc(NCCc2ccccc2Cl)c2ccccc2[nH]1	-7.1%	-3.0%	25.0%	3.8	-11.7%	0.6%	4.3%	144.7%[activator]	-1.9%
12	O=C(CN1C(=O)c2ccc([N+](=O)[O-])cc2C1=O)Nc1ccccc1N1CCCC1	-3.3%	-0.8%	.	0.3	11.2%	2.6%	.	45.6%[activator]	.
13	CCOC(=O)c1c(S(=O)(=O)NCC(=O)Nc2ccc(C(C)=O)cc2)c(C)n(C)c1C	-4.3%[60.1 µM]	-16.0%	29.3%	0.3	.	-5.9%	-11.1%	0.1%	-1.5%
14	CCN(CC)S(=O)(=O)c1cccc(-c2cn3cc(C)ccc3n2)c1	-3.3%	11.3%	8.3%	-1.0	-4.2%	-4.0%	-17.4%	0.6%	-4.1%
15	Cc1cc(C)c(NC(=S)N(C)C)cc1C	-18.6%	?	0.6%	0.0	1.4%	-1.2%	-2.7%	25.0%	-3.8%
16	COc1cccc(C(c2nnnn2Cc2ccccc2)N2CCN(C3CCCC3)CC2)c1OC (stereo not drawn)	-1.4%	?	15.3%	1.0	21.5%	-0.5%	-8.3%	-2.3%	0.2%
17	Cc1nnc(SCC(=O)Nc2cccc(S(=O)(=O)N3CCCCC3)c2)s1	-16.9%	4.0%	.	-0.3	42.7%[activator]	4.9%	.	-16.0%	.
18	CCN(CC(=O)Nc1cc(Cl)ccc1C)C(=O)CCOc1ccccc1C	-8.7%	-7.1%	-13.2%	-0.7	-0.2%	-0.4%	-4.5%	24.5%	-6.1%
19	CC(=O)N1c2ccccc2NC2=C(C(=O)CCC2)C1c1ccco1 (stereo not drawn)	-22.6%	11.8%	2.4%	-0.1	23.1%	-2.9%	1.6%	48.0%[activator]	-15.4%
20	CC1CCc2cc(F)cc3c(O)c(C(=O)NCCN(C)C)c(=O)n1c23 (stereo not drawn)	-3.7%	15.4%	-12.7%	-0.1	50.1%	-3.6%	0.1%	-20.0%	-2.0%
21	CCn1c(SC(C)C(=O)O)nc2sc3c(c2c1=O)CCC3 (stereo not drawn)	25.1µM*	?	8.91µM*	-0.2	?	4.2%	-6.4%	?	-10.0%
22	Cc1cccc(C)c1NC(=O)CSc1ncc2c(n1)-c1ccc(Cl)cc1N(Cc1ccccc1)S2(=O)=O	-9.1%	?	-22.6%	1.0	.	2.7%	-6.3%	-0.3%	-2.3%
23	CCc1cc2cc(C)ccc2nc1SCC(=O)Nc1cc(C)on1	-1.1%	0.0%	18.8%	-0.5	-4.6%	3.8%	12.4%	13.3%	-9.2%
24	CC(C)(C)c1ccc2c(c1)OC(C(=O)N/N=C\c1ccc[nH]1)CO2 (stereo not drawn)	-12.3%	41.8%[activator]	-0.3%	0.3	44.3%	-1.2%	?	-8.6%	-14.0%
25	CCn1c(SCC(=O)NCc2ccco2)nnc1C1CCCC1	-11.8%	0.0%	-27.6%	0.1	23.0%	-0.2%	-8.3%	-8.2%	-4.1%
26	Cc1ccc(-n2nnnc2SCC(=O)Nc2nc(-c3ccc(F)cc3)cs2)cc1C	2.4%	13.8%	41.2%	-0.7	1.0%	.	?	11.8%	1.5%
27	O=C(C1CCN(S(=O)(=O)N2CCC3(CC2)OCCO3)CC1)N1CCC(Cc2ccccc2)CC1	-4.9%	-28.6%	2.8%	-0.3	-2.2%	.	-7.3%	-32.3%	-2.2%
28	N/C(=N\O)c1ccncc1	-7.6%	353.6%[activator]	15.4%	0.9	1.6%	-4.3%	-3.4%	36.0%[activator]	0.2%
29	CCOc1cc(/C=C/c2ccc3cccc([N+](=O)[O-])c3n2)ccc1O	-8.6%	?	29.7%	-1.4	-3.2%	?	-12.5%	3.3%	-6.3%
30	CCC(=O)OC1(C)C(=O)C=C2C=C(c3ccsc3)OC=C2C1=O (stereo not drawn)	50.1µM*	.	50.1µM*	1.7	?	30.6%[activator]	-5.7%	17.8µM*	-10.6%&-12.6%
31	COc1ccc(NC(=O)c2cccc(N3C(=O)NC4CC3(C)Oc3ccccc34)c2)cc1 (stereo not drawn)	-4.3%	?	4.8%	-1.1	0.5%	-9.7%	-23.4%	6.8%	-5.6%
32	O=C(Nc1ccc(N2CCOCC2)cc1)C1CCCCC1	-5.1%	-26.9%	6.7%	-0.3	1.9%	-2.5%	-11.2%	9.3%	-8.1%
33	CCCCNC(=O)[C@H]1C[C@H]1[C@@H](O)[C@H](CO)NC(=O)[C@H](COCc1ccccc1)NC(=O)OC(C)(C)C	-17.0%	9.4%	9.2%	0.0	11.9%	2.8%	-14.9%	-16.5%	-3.2%
34	COC(=O)C/C=C/[C@@H](C)[C@@H](/C=N/O[C@H](C)c1cn([C@@H]2COC[C@H]2O)nn1)NS(=O)(=O)c1ccc(C)cc1	.	.	-3.5%	-0.4	?	.	-11.5%	.	1.1%
35	CN(C(=O)COC(=O)CNC(=O)c1ccc(Cl)cc1Cl)c1ccccc1	-4.5%	-4.0%	55.7%[activator]	-0.8	20.2%	0.8%	-8.5%	47.7%[activator]	0.9%
36	COc1cccc(N2CC(C(=O)Nc3nnc(SCCN4CCOCC4)s3)CC2=O)c1 (stereo not drawn)	-1.8%	.	23.0%	0.4	22.0%	7.1%	?	-1.0%	-2.1%
37	O=C(OC1CCCCC1=O)c1ccc(S(=O)(=O)Nc2ccccc2)cc1 (stereo not drawn)	3.3%	-13.2%	11.7%	1.3	21.0%	5.6%	-15.2%	-13.4%	-4.6%
38	O=S1(=O)CCO[C@H]2Cc3ccccc3[C@H]2N1Cc1cccc(Cl)c1	7.9%&-10.5%	12.3%	-7.8%	-1.0	24.2%	6.7%	-17.4%	8.7%&18.0%	-8.0%
39	Cn1c(-c2sccc2OCc2ccccc2)n[nH]c1=S	4.0%	?	-1.1%	0.5	-3.2%	-2.3%	?	-3.0%	-3.1%
40	Cc1cc(C(=O)Nc2ccc(F)cc2)c2ccccc2n1	-11.2%	14.3%	0.9%	-0.3	35.4%	-1.3%	-9.5%	134.3%[activator]	-3.7%

# Shown as labelled records: part of the list above.
38) O=S1(=O)CCO[C@H]2Cc3ccccc3[C@H]2N1Cc1cccc(Cl)c1
  POLK inh: 7.9%&-10.5%
  12-LOX inh: 12.3%
  POLB inh: -7.8%
  TRHR agonist: -1.0
  APEX1 inh: 24.2%
  ERG-DNA inh: 6.7%
  Anesthetic bind: -17.4%
  POLI inh: 8.7%&18.0%
  BLM helicase inh: -8.0%
39) Cn1c(-c2sccc2OCc2ccccc2)n[nH]c1=S
  POLK inh: 4.0%
  12-LOX inh: ?
  POLB inh: -1.1%
  TRHR agonist: 0.5
  APEX1 inh: -3.2%
  ERG-DNA inh: -2.3%
  Anesthetic bind: ?
  POLI inh: -3.0%
  BLM helicase inh: -3.1%
40) Cc1cc(C(=O)Nc2ccc(F)cc2)c2ccccc2n1
  POLK inh: -11.2%
  12-LOX inh: 14.3%
  POLB inh: 0.9%
  TRHR agonist: -0.3
  APEX1 inh: 35.4%
  ERG-DNA inh: -1.3%
  Anesthetic bind: -9.5%
  POLI inh: 134.3%[activator]
  BLM helicase inh: -3.7%

# Assay outcomes: PubChem BioAssay, National Center for Advancing Translational Sciences (NCATS)
